Screening results from PubChem BioAssay.
RmlCD inh 1536 – blocks M. tuberculosis RmlC and RmlD coupled enzymes; P9WH09+P9WH11; RmlC+RmlD coupled enzyme assay, percent inhibition; primary screen in compound mixtures; inhibition, % at 3.6 µM; actives 0.03% (n = 160,000); in the data active = inhibition mostly above about 34%, no sharp cut-off; inconclusive = no clear call, values can overlap the other calls; inactive = mostly below about 22%; also: some results filed as inactive read as strong as hits
Target sequence (P9WH09 whole entry, looked up): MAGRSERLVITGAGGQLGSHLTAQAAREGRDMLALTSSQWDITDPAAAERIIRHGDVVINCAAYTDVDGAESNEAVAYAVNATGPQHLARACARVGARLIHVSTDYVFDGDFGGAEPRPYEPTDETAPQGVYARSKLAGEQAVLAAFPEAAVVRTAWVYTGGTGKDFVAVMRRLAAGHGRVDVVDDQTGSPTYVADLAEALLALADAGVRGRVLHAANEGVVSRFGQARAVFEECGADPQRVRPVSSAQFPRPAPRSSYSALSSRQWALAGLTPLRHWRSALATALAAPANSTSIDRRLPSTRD
Target sequence (P9WH11 whole entry, looked up): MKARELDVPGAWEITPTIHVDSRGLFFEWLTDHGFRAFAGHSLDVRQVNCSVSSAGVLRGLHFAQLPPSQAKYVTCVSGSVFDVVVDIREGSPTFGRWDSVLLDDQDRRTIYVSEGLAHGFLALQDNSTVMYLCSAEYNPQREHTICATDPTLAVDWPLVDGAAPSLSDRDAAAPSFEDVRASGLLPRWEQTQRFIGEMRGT
GlmU inhibition – inhibition of mycobacterial GlmU enzyme – biochemical, glucosamine-1-phosphate acetyltransferase (AID 1376). M. tuberculosis GlmU acetyltransferase enzyme assay; higher % means a stronger effect. one-dose inhibition, %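 (tested at 30 µM in the primary screen)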; IC50 in µM for titrated hits. actives 0.25% (n = 220,000); in the data active = inhibition above about 13%; inconclusive = no clear call, values can overlap the other calls;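 also: 0% = complete reaction with vehicle and 100% = reaction without substrate; strong numbers were not always called active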
Starred values were filed as active, the others as inactive; ? = inconclusive; . = no result given. This is a subset; the hit share may differ from the screen's.

The first 2 records as a preview:
Values run as follows: GlmU inhibition	RmlCD inh 1536
NC(=O)c1ccc(NC(=O)COC(=O)C2(c3cccc(F)c3)CCCC2)cc1
  3.8%	4
COC(=O)CNS(=O)(=O)c1ccc(OC)cc1
  1.9%	0

All compounds of this part, repeating the preview:
Values run as follows: GlmU inhibition	RmlCD inh 1536
NC(=O)c1ccc(NC(=O)COC(=O)C2(c3cccc(F)c3)CCCC2)cc1
  3.8%	4
COC(=O)CNS(=O)(=O)c1ccc(OC)cc1
  1.9%	0
CC1CC1C(=O)OCC(=O)NC(=O)NCc1ccco1 (stereo unspecified)
  6.5%	-8
CCOC(=O)C1(CCCc2ccccc2)CCN(C(=O)Cc2nonc2C)CC1
  0.8%	.
O=C(CN(Cc1ccc2c(c1)OCO2)C(=O)CSc1nc2ccccc2o1)NC1CCCCC1
  0.9%	2
O=C(NNC(=O)c1cccc(S(=O)(=O)N2CCc3ccccc32)c1)c1ccccc1
  -1.3%	-3
Cc1ccc(NC(=S)c2nc3ccccc3[nH]2)c(C)c1
  1.1%	-3
CC(C)CNC(=O)COC(=O)c1c2c(nc3ccccc13)/C(=C/c1cccs1)CC2
  1.9%	-3
FC(F)C(F)(F)C1=CC(c2ccccc2)=NCCN1
  1.7%	?
Cn1c(=O)c2[nH]c(SCc3ccccn3)nc2n(C)c1=S
  0.5%	-12
C/C(=N/NC(N)=S)c1cc2ccc(O)cc2oc1=O
  8.4%	10
O=c1cnnc(N/N=C/c2cccs2)[nH]1
  -7.1%	18
C=CCOc1c(Br)cc(/C=N/NC(N)=O)cc1OC
  2.1%	-4
C#CCNC(=O)C1=C[C@@H](c2coc3ccccc3c2=O)C[C@@H](OCc2ccc(CO)cc2)O1
  1.1%	.
CN1CCN(c2cc(N3CCc4ccccc4C3)c(F)cc2[N+](=O)[O-])CC1
  -5.2%	.

Record cards, from the list above:
`O=C(CN(Cc1ccc2c(c1)OCO2)C(=O)CSc1nc2ccccc2o1)NC1CCCCC1` is entered as GlmU inhibition = 0.9%; RmlCD inh 1536 = 2
`O=C(NNC(=O)c1cccc(S(=O)(=O)N2CCc3ccccc32)c1)c1ccccc1` is entered as GlmU inhibition = -1.3%; RmlCD inh 1536 = -3
`C#CCNC(=O)C1=C[C@@H](c2coc3ccccc3c2=O)C[C@@H](OCc2ccc(CO)cc2)O1` is entered as GlmU inhibition = 1.1%; RmlCD inh 1536 = .

Additional records.
Values run as follows: GlmU inhibition	RmlCD inh 1536
COc1ccc(-c2cc(C(=O)OCC(=O)c3cccc([N+](=O)[O-])c3)c3cc(C)ccc3n2)cc1
  -2.4%	6
COc1ccc(C(=O)c2ccc(N(C)C)cc2)c2ccccc12
  2.4%	.
CCOC(=O)NC1(C(F)(F)F)NC(=O)N(C2CCCCC2)C1=O (stereo unspecified)
  -3.7%	18
CN1CCN(C(=S)NC(=O)c2ccc(-c3ccccc3)cc2)CC1
  1.1%	-13
COc1ccc(-n2c(=S)[nH]c3[nH]ncc3c2=O)cc1
  0.4%	1
C=CCn1cc(C(C)=O)c(=O)[nH]c1=O
  0.7%	-9
CCOC(=O)C(O)C1CCc2c([nH]c3ccc(C)cc23)C1=O (stereo unspecified)
  -0.4%	3
Cc1occc1C(=O)Nc1cccc(C(F)(F)F)c1
  -5.1%	.
COC(=O)Nc1ncc(CN2CCCCC2)s1
  -0.7%	.
O=C1CC(N2CCOCC2)C(=O)N1c1ccccc1Cl (stereo unspecified)
  -1.2%	-6
CCOC(=O)c1c(C)[nH]c(C)c1C(=O)COC(=O)/C=C/c1cccc(C(F)(F)F)c1
  -3.5%	31
CCOC(=O)NN1C(=O)c2ccccc2NC1(C)C
  1.2%	-1
O=C1NC(c2cccc([N+](=O)[O-])c2)=CCN1c1ccccc1O
  2.9%	.
CCOC(=O)C1=C(C)NC(SC)=NC1c1ccc(OC)cc1 (stereo unspecified)
  .	-2
CCC(=O)N=c1sc2c(OC)ccc(OC)c2n1C
  -2.0%	.
CCOC(=O)c1ccc(NC(=O)C2C3C=CC(C3)C2C(=O)O)cc1 (stereo unspecified)
  3.0%	-8
O=C(CSc1nc2ccccc2c(=O)[nH]1)c1ccc(O)c(O)c1
  18%	13
CC1=C(C(=O)Nc2ccccc2)C(c2ccccn2)n2ncnc2N1 (stereo unspecified)
  .	6
CCn1c(SCC#N)nc2c(c1=O)C1(CCCC1)Cc1ccccc1-2
  -0.3%	.
CCc1cc2c(=O)c(-c3nc4ccccc4n3C)c(C)oc2c(CN2CCCCC2)c1O
  -1.5%	8
Cc1ccc2nc(-c3cccnc3)cc(C(=O)N3CCN(c4ccc([N+](=O)[O-])cc4)CC3)c2c1
  -2.2%	-6
Cc1ccc(C)c(N2CCN(C(=O)COc3cc(=O)n(C)c4ccccc34)CC2)c1
  -5.5%	13
CC(C)[N+]12CCC(CC1)C(C(O)(c1ccccc1)c1ccccc1)C2 (stereo unspecified)
  7.5%	26
CC(C)CNS(=O)(=O)c1ccc(C(=O)Nc2ccc3c(c2)OCCO3)cc1
  1.2%	15
CNC(=O)COC(=O)c1ccc([N+](=O)[O-])cc1Cl
  1.6%	17
CN(c1c(C#N)c(C(F)(F)F)nn1C)N(S(C)(=O)=O)S(C)(=O)=O
  4.9%	-9
O=C(Nc1cccc2ccccc12)c1ccccc1
  -1.1%	3
O=C(CNc1ccc(Oc2ccccc2)cc1)N1CCOCC1
  7.5%	14
COCCOC(=O)c1c(C)oc2ccc(OCc3cc(C(=O)OC)oc3C)cc12
  3.6%	-5
CC(C)Cn1c(N)c(C(=O)COC(=O)c2cc(F)cc(F)c2)c(=O)n(C)c1=O
  2.8%	11
COc1ccc(C(=O)NCC(=O)OCn2nnc3ccccc3c2=O)cc1OC
  1.8%	-15
COc1cc(-c2nc3ccccn3c2NCC2CCCO2)ccc1O (stereo unspecified)
  2.9%	.
COC(=O)CSC1=C(C#N)C(=O)NC2(CCCCC2)S1
  3.6%	-4
C(=C\c1ccccc1)/CN1CCN(C(c2ccccc2)c2ccccc2)CC1
  -1.0%	.
c1ccc(-c2cc(N3CCCCCC3)n[nH]2)cc1
  -1.3%	.
Cc1c2c(nc3c(C)cccc13)OC(C)C2 (stereo unspecified)
  -5.0%	-5
S=c1nc[nH]c2c1sc1nc(-c3ccccc3)c3c(c12)CCCC3
  -0.1%	8
COCc1cc(C)n(CC(=O)N/N=C/c2ccc(-c3ccc(Cl)c(C(=O)O)c3)o2)c(=O)c1C#N
  8.8%	-16
CC1Oc2ccccc2OC1(O)c1ccc2ccccc2n1 (stereo unspecified)
  3.0%	.
CC(C)c1ccc(NC(=O)CN(Cc2ccccc2)S(C)(=O)=O)cc1
  -4.5%	.
COC(=O)C(CC(=O)c1ccc(Br)cc1)n1ccnc1 (stereo unspecified)
  .	-5
Cc1nc(C)c(/C(O)=C\c2nc3ccc([N+](=O)[O-])cc3oc2=O)o1
  4.1%	.
COc1ccc(-c2ccc(-c3nnc(-c4ccncc4)o3)cc2)cc1
  4.3%	9
O=C(Nc1cccnc1)Nc1ccc(F)c(Cl)c1
  -8.6%	5
CCOc1ccc(N2C(=O)CC(Sc3n[nH]c(-c4ccccc4)n3)C2=O)cc1 (stereo unspecified)
  1.9%	-7
CC1CCc2nc(NC(=O)Nc3ccc4c(c3)OCO4)sc2C1 (stereo unspecified)
  -1.4%	27
C=CCS/C(=N\n1cnc2ccccc2c1=O)N(CC)CC
  0.8%	-5
CCOCCCN1CC(C(=O)NCc2ccc3c(c2)OCO3)CC1=O (stereo unspecified)
  1.4%	5
C/C(=N\NC(=O)c1cc(C)oc1C)c1ccc2c(c1)OCO2
  -5.0%	.
CCC(C)Oc1cc(-c2ccnc(Nc3cccc(Cl)c3)n2)ccn1 (stereo unspecified)
  3.4%	.
COc1ccccc1CNC(=O)C1CCCN(S(=O)(=O)c2c(C)[nH]c(=O)[nH]c2=O)C1 (stereo unspecified)
  11%	-3
Cn1nnnc1SCC(=O)c1ccco1
  1.5%	.
COc1cc(NC2=Nc3cccc4cccc2c34)cc(OC)c1OC
  7.5%	-12
C[C@@H]1CC=C[C@H]2[C@H]1C(=O)N(Cc1ccccc1)[C@H]2c1ccc2ccccc2c1
  3.2%	.
Cc1ccc(Oc2nnc(-c3ccccc3)cc2C#N)cc1
  -13%	10
COc1ccc(C2Nc3ccccc3C(=O)N2Cc2ccco2)cc1COc1ccccc1F (stereo unspecified)
  -4.5%	.
COc1ccc(C2C(C#N)C(C#N)N3CCCN23)cc1 (stereo unspecified)
  0.0%	.
O=C1NC[C@H](c2ccccc2)N(CCc2cccc(F)c2)C1=O
  -2.8%	-5
Cc1ccc(NC(=O)CCNS(=O)(=O)c2cccc3nsnc23)cc1
  -0.8%	.
OC1CCCCC1Sc1nc2ccccc2s1 (stereo unspecified)
  3.5%	-8

(list continues)
Values run as follows: GlmU inhibition	RmlCD inh 1536
COc1ccc(Cc2nnc(SCC(=O)Nc3ncc(C)s3)o2)cc1
  -6.4%	.
C1CCc2c(nc3nnnn3c2NCC2CC2)C1
  -3.5%	.
Cc1ccccc1S(=O)(=O)Cc1ccc(C(=O)NCc2ccc(F)cc2)o1
  1.6%	-12
CC(C)CNC(=O)CC(=O)NN=C1CCCC1
  2.3%	.
COc1ccccc1CNC(=O)CCn1c(=O)[nH]c2ccsc2c1=O
  -4.8%	.
O=C(c1cc(-c2cccs2)on1)N1CCOCC1
  1.8%	0
Cc1onc(-c2ccccc2)c1C(=O)Nc1nnc(COc2ccc(Cl)cc2)s1
  .	8
O=C(NC1CCCCC1)C1CCN(S(=O)(=O)c2cccc3nsnc23)CC1
  1.6%	-2
CCOc1cc(C(c2c(C)[nH][nH]c2=O)c2c(C)[nH][nH]c2=O)ccc1OCc1ccc([N+](=O)[O-])cc1
  -1.3%	.
COc1cccc(C(=O)N2CCN(C(=O)c3ccc(-c4ccccc4)cc3)CC2)c1OC
  5.0%	-7
CCCCN(CCCC)S(=O)(=O)c1ccc2[nH]c(=O)[nH]c2c1
  0.0%	.
NC(=O)COc1ccc(=O)n(-c2ccccc2)n1
  3.2%	3
CC1=[N+](CC(=O)NC(C)(C)C)CCc2ccccc21
  2.8%	.
CCNS(=O)(=O)c1ccc(NC(=O)Nc2cccc(C(F)(F)F)c2)cc1
  -1.7%	26
O=C(NCC(=O)N(c1cccnc1)C(C(=O)NCc1ccco1)c1ccccc1)c1ccco1 (stereo unspecified)
  2.6%	?
CCCCOC(=O)Nc1nc2ccc([N+](=O)[O-])cc2s1
  -6.6%	-16
Cc1cc(C)c(C(=O)CSc2nnc(N)s2)cc1C
  .	20
O=C(Nc1ccccc1N1CCCC1)c1cc2ccccc2o1
  .	7
CCC1(C)Cc2ccccc2C(=S)N1 (stereo unspecified)
  7.7%	7
CCOCCCNC(=O)C(NC(=O)CNC(=O)c1ccccc1)c1ccccc1 (stereo unspecified)
  0.2%	-9
O=C(Cn1cnc2ccccc2c1=O)N1CCc2ccccc2C1
  -3.9%	-11
Cc1ccc(CN2C(=O)C(C)Oc3ccccc32)cc1 (stereo unspecified)
  -7.3%	8
Cc1ccc(N(CC(=O)N2CCOCC2)S(C)(=O)=O)cc1
  -0.7%	-17
O=C(NCc1cccc(Br)c1)C1CC(c2cc(C(F)(F)F)cc(C(F)(F)F)c2)=NO1 (stereo unspecified)
  -5.1%	.
COc1ccc(S(=O)(=O)Cc2ccc(C(=O)NCc3cccs3)o2)cc1
  -5.6%	-3
CC(NC(=O)c1cc2ccccc2o1)c1cccs1 (stereo unspecified)
  2.9%	0
O=C(Nc1ccccc1)c1ccc[nH]1
  -0.6%	-7
Cc1cc(C)c2nc(-c3cccnc3)cc(C(=O)NC(C)c3cnn(C)c3C)c2c1 (stereo unspecified)
  -7.2%	-11
Cc1ccccc1-n1nc(C)c2cc(C(=O)N3CCN(S(=O)(=O)c4ccc(F)cc4)CC3)sc21
  -5.1%	.
Cn1cc(-c2cc(C(=O)O)on2)cn1
  0.7%	1
Cc1onc(-c2ccccc2)c1-c1csc(N/N=C/c2ccccc2)n1
  -1.3%	.
O=C(CSc1nc(O)cc(=O)[nH]1)N1c2ccccc2CCc2ccccc21
  -0.8%	.
C/C(=N\NC(=O)c1cc(C)nc2ccccc12)c1ccc([N+](=O)[O-])cc1
  -0.5%	.
COc1ccc(-n2ncc(Cl)c(Cl)c2=O)cc1
  -1.9%	8
Cc1c(CN2CCC(CO)(Cc3ccccc3)CC2)c2ccccc2n1C
  0.9%	10
CN(C)CCCNC(=O)c1ccc(-c2nc(-c3ccc(Cl)cc3)cs2)cc1
  -12%	.
COCc1cc(C)nc2sc(C(=O)NN)c(-n3cccc3)c12
  -0.2%	-8
FC(F)(F)c1ccnc(N2CCN(Cc3cnc(-c4ccccc4)[nH]3)CC2)c1
  2.1%	-10
N#CCOc1ccc(C2=NO[C@@H]3[C@@H]4C[C@@H]([C@H]5C(=O)N(c6ccc7c(c6)OCO7)C(=O)[C@@H]45)[C@H]23)cc1
  -3.1%	1
Cc1ccnc(-n2c(CCN3C(=O)c4ccccc4C3=O)nc3ccccc3c2=O)c1
  -4.9%	34
CCCCN(Cc1ccco1)C(=O)Cn1ncc2c(=O)oc3ccc(C)cc3c21
  -3.5%	2
CC(C)CNS(=O)(=O)c1ccc(S(=O)(=O)N2CCC3(CC2)OCCO3)cc1
  2.3%	.
N#Cc1c(-c2ccccc2Cl)noc1/C=C/Nc1ccc(C(=O)O)cc1
  4.7%	-10
